RGS4 block – inhibitors of human RGS4. P49798. HEK293 M3R/RGS4 inducible, Fluo-4 calcium flux; hits give high values; triggered by carbachol at its EC20. B-score at 10 µM. hit rate 0.45% among 310,000. AID 463165;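 active = B-score, a plate-corrected calcium signal, over three deviations above library mean, with baseline fluorescence within five deviations of library mean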;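 also: RGS4 expression induced by doxycycline in cells with stable M3 receptor; B-score is computed from the integrated fluorescence ratio over baseline after carbachol; higher B-score means a larger calcium signal and so more RGS4 inhibition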
Target sequence (P49798 whole entry, looked up): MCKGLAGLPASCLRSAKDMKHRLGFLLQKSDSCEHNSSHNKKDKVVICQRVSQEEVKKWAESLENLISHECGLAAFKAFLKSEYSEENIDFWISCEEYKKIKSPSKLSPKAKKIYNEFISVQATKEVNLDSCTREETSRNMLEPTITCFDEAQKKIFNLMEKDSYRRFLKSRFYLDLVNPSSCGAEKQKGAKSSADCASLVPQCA
SKKanGAS inh – blocks kanamycin growth of S. pyogenes SKKanGAS strain; hit rate 1.3% among 300,000; inhibition, % at 7.5 µM; BacTiter-Glo, 6 h;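 active = mean replicate score, as percent of positive control median, at least 50; inconclusive = mean below 50 but one replicate at or above 50; inactive = mean and every replicate below 50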;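 also: strain carries kanamycin resistance gene driven by streptokinase promoter and grows in 40 µg/ml kanamycin; loss of luminescence reflects streptokinase promoter inhibition or plain growth inhibition; 0% = median of DMSO wells and 100% = positive control at its reference dose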
KCNQ1 inh – inhibitors of human KCNQ1 potassium channel; AID 2642; B-score at 10 µM; CHO-K1 KCNQ1, FluxOR thallium flux fluorescence; hits give high values; P51787; hit rate 1.3% among 310,000;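 active = compounds whose thallium flux B-score, printed positive for inhibition, exceeds three library SD while starting fluorescence stays within three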;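 also: channel opened by potassium depolarization with thallium stimulus after 20 min compound exposure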
KCNK9 inh – human KCNK9 channel inhibition | B-score at 10 µM | hit rate 1.2% among 310,000 | HEK293 KCNK9, FluxOR thallium flux fluorescence; hits give low values | AID 488922 | Q9NPC2;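 active = ratio B-score over 3 SD below the library mean, with starting fluorescence within 5 SD of its mean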;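 also: negative B-score means less thallium flux so channel inhibition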
TMEM16A inh – mouse TMEM16A channel inhibition, primary screen. normalized B-score (activity score, 25-100; higher = stronger inhibition) at 10 µM. HEK293 TMEM16A/YFP iodide influx fluorescence, ionomycin. hit rate 1.2% among 310,000;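 active = ratio plate-corrected score three or more library SD toward inhibition, starting fluorescence score within five deviations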;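 also: score derived from kinetic fluorescence span divided by baseline fluorescence per well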
TMEM16A act – mouse TMEM16A channel activation, primary screen; Q8BHY3; B-score at 10 µM; HEK293 TMEM16A/YFP-H148Q/I152L, iodide quench fluorescence; hits give low values; hit rate 0.3% among 340,000; AID 623877;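 active = fluorescence-ratio B-score plate-corrected deviation score at least 3 library SD below zero, with starting fluorescence score within 5 deviations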;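 also: channel opened by trigger with iodide after compound preincubation; score built on the fluorescence ratio of max minus min over baseline; more negative score means more quench and so TMEM16A activation or potentiation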
hERG protect – hERG (human) protection from proarrhythmic block | CHO-hERG, FluxOR thallium flux, dofetilide IC70 present | activation (rescue from dofetilide block), less the hit threshold, % at 10 µM | hit rate 0.51% among 310,000 | Q12809;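 active = activation above the mean of controls blocked by dofetilide plus 5 SD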;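 also: thallium influx through hERG after potassium depolarization seen as dye fluorescence rise; in these data hits start at about 4.7%; inactives centre near -7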
KCNQ1 act – potentiators or activators of human KCNQ1 potassium channel; CHO-K1 KCNQ1, thallium flux FluxOR fluorescence; hits give high values; B-score at 10 µM; hit rate 0.35% among 310,000; AID 2648;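 active = fluorescence ratio B-score, a plate-corrected score, at least three library SD, with initial intensity B-score within 5 SD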
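Schedule – 37 °C overnight plating, 90-min dark dye load, 20-min compound pretreatment · System – stable KCNQ1 CHO-K1 line · Probe or stimulus – thallium- and potassium-containing depolarizing buffer · Measured by – kinetic FluxOR fluorescence, 10 s baseline plus 110 s post-stimulus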
KCNK3 block – human KCNK3 channel inhibition, primary screen; CHO-KCNK3 thallium flux, FluxOR fluorescence; hits give low values; hit rate 0.84% among 340,000; O14649; B-score at 10 µM;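 active = B-score under library mean minus 4 SD, starting fluorescence ratio at most library mean plus 5 SD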;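 also: more negative B-score means stronger inhibition of thallium flux through KCNK3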
Target sequence (O14649 whole entry, looked up): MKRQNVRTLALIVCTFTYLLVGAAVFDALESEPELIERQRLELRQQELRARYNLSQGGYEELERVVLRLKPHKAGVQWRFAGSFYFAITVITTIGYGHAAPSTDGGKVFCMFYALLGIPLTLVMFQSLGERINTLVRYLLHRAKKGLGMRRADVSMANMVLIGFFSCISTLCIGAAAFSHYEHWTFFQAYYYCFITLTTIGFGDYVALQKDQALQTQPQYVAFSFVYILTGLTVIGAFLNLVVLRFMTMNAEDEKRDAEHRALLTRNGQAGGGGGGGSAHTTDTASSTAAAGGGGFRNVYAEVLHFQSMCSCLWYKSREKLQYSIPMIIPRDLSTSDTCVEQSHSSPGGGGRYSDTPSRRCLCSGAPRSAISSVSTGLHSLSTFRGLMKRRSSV
RGS4 act – potentiators or activators of RGS4; hit rate 0.92% among 310,000; B-score at 10 µM; AID 463111; HEK293 M3R/inducible RGS4, carbachol calcium flux Fluo4; hits give low values;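 active = B-score of the integrated calcium signal more than 4 SD below the library mean, with starting fluorescence not abnormally high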;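 also: negative B-score means reduced calcium response which marks RGS4 activation or potentiation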
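Material: M3R-expressing HEK293 line, RGS4 induced by doxycycline | Schedule: Overnight RGS4 induction, 30 min dye load 37 °C, 20 min compound RT | Measured by: Fluo4 fluorescence kinetic imaging of calcium | Read-out: Integrated calcium ratio converted to B score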
HDAC3 inh – human HDAC3 inhibition. O15379. recombinant HDAC3, fluorogenic peptide/trypsin coupled, fluorescence. inhibition, % at 8.3 µM. hit rate 0.15% among 320,000. AID 2718; in the data active = inhibition above about 26%, passing the limit was not always enough; inconclusive = no clear call, values can overlap the other calls
Target sequence (O15379 whole entry, looked up): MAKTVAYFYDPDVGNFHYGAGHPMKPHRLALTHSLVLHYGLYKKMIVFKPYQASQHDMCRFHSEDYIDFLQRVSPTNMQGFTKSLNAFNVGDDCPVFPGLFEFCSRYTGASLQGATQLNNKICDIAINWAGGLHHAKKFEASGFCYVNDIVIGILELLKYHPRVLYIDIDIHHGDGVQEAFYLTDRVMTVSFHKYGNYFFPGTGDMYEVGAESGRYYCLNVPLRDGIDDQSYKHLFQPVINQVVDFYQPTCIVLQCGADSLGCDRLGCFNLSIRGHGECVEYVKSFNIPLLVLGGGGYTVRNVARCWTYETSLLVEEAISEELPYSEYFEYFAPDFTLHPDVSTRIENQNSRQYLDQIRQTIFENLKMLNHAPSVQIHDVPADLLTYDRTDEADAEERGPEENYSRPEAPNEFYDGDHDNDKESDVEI
Active calls of the source: *; i = inactive; u = inconclusive; x = no result given. Compounds were not picked by outcome; any-hit rate near 6.3%.

SMILES	RGS4 block	SKKanGAS inh	KCNQ1 inh	KCNK9 inh	TMEM16A inh	TMEM16A act	hERG protect	KCNQ1 act	KCNK3 block	RGS4 act	HDAC3 inh
CCn1nc(C)cc1C(=O)Sc1cccc(Cl)c1	i	4.1	i	i	i	i	-3.2	i	i	i	12.4
O=C(CCCn1c(=S)[nH]c2cc3c(cc2c1=O)OCO3)N1CCN(c2ccc(F)cc2)CC1	i	13.3	i	i	i	i	-12.1	i	i	i	-6.1
CC1CCCCC1NS(=O)(=O)CCNC(=O)c1ccccc1 (stereo not given)	i	-2.8	i	i	i	i	-4.8	i	i	i	7.8
Cn1cc(Br)c(-c2cccc(NC(=O)CCC(=O)O)c2)n1	i	-3.7	i	i	i	i	-5.0	i	i	i	0.7
Cc1cccc(NC(=O)CSc2ccc(-c3ccco3)nn2)c1	i	-7.5	i	i	i	i	-5.9	i	i	i	-3.9
CN(C)CCNc1nc2sc3c(c2c(=O)n1CCc1ccccc1)CCCCC3	i	20.8	i	i	i	i	-19.9	i	i	i	3.0
C[N+](C)(C)C[C@H](O)CC(=O)[O-]	i	-0.4	i	i	i	i	-4.1	i	i	i	-3.6
Nc1ccc(C(=O)OCC(=O)NC2CCS(=O)(=O)C2)cc1[N+](=O)[O-] (stereo not given)	i	-0.7	i	i	i	i	-7.6	i	i	i	-8.0
CC(=O)N(C)c1nnc(-c2ccccn2)s1	i	-13.2	i	i	i	i	-4.0	i	i	i	-8.5
CCN(CC)c1ccc(/C=N/N2CCN(Cc3ccc(C)cc3C)CC2)c(O)c1	i	0.5	i	i	i	i	-10.5	i	i	i	2.7
NC(=O)c1sc(-c2ccsc2)cc1NS(=O)(=O)c1ccc(C(F)(F)F)cc1	i	11.0	i	i	i	i	-13.6	i	i	i	-1.9
COC(=O)[C@@H]1C[C@H]2CC[C@H](O)C[C@H]2N1Cc1ccc(Cl)cc1	i	3.2	i	i	i	i	-8.2	i	i	i	2.2
CC(Cc1ccccc1)C(=O)NCCO (stereo not given)	i	1.0	i	i	i	i	-8.0	i	i	i	-1.0
N#Cc1ccc(S(=O)(=O)NCC(=O)OCC(=O)N2CCCC2=O)cc1	i	-1.4	i	i	i	i	-11.4	i	i	i	1.0
Cc1ccc(S(=O)(=O)N2CCN(C(=O)C3Cc4ccccc4CN3C(=O)c3ccco3)CC2)cc1 (stereo not given)	i	-0.6	i	i	i	i	-6.6	i	i	i	0.9
CCn1c(SCC(=O)NCC2CCCO2)nnc1-c1ccc(Cl)cc1 (stereo not given)	i	-6.2	i	i	i	i	-2.2	i	i	i	u
COc1ccc2ccc(=O)oc2c1CC(O)C(C)(C)O (stereo not given)	i	-0.1	i	i	i	i	-8.0	i	i	i	-26.9
CN(C)c1ccc(/C=C(\NC(=O)c2ccccc2)C(=O)NCCN2CCOCC2)cc1	i	1.5	i	i	i	i	-6.8	i	i	i	7.3
COc1cc(/C=C/c2ccc3c(Br)cc(Br)c(O)c3n2)ccc1O	i	97.4*	i	i	i	i	4.7*	i	i	i	u
CC(=O)c1ccc(OCC(=O)NCc2ccc(F)cc2)cc1	i	3.0	i	i	i	i	-10.6	i	i	i	2.5
Cc1cc(F)ccc1NC(=O)c1cc(S(=O)(=O)N2CCOCC2)cn1C	i	-7.6	i	i	i	i	-11.2	i	i	i	0.7
CCN(CC)c1ncnc2sc(C(=O)N3CCN(c4ccccc4)CC3)c(C)c12	i	-3.5	i	i	i	i	-9.1	i	i	i	8.7
O=C(NCCC1=CCCCC1)c1ccc(F)c(S(=O)(=O)N2CCOCC2)c1	i	2.7	i	i	i	i	-7.8	i	i	i	2.7
Cc1ccc2nc(-c3ccccc3)c(CN3CCN(c4ccccc4F)CC3)n2c1	i	-4.8	i	i	i	i	-4.2	i	i	i	-3.5
CCN(CC(=O)Nc1ccc(OC(F)F)cc1)C1CCCCC1	i	-8.4	i	i	i	i	-16.8	i	i	i	-7.8
O=C(NCc1ccc(Cl)cc1)C(=O)NCC1OCCN1C(=O)c1ccc(Cl)cc1 (stereo not given)	i	2.3	i	i	i	i	-13.4	i	i	i	0.7
Fc1c(F)c(-n2nnc3ccccc32)c(F)c(F)c1Cl	i	5.7	i	i	i	i	-5.9	i	i	i	-2.6
CCCCNC(=O)C(c1ccc(OCC(=O)OC)c(C(=O)OC)c1)N(CCc1c[nH]c2ccccc12)C(=O)CCCCCN1C(=O)NC(c2ccc(-c3ccccc3)cc2)C(C(=O)OCc2ccccc2)=C1C (stereo not given)	i	12.7	i	i	x	x	-0.6	i	x	i	x
COc1ccc([N+](=O)[O-])cc1NC(=O)CSc1nc(C)cc(C)n1	i	3.8	i	i	i	i	-2.6	i	i	i	1.9
CC(=O)/C=C\c1ccccc1OC(=O)c1cc2ccccc2oc1=O	i	2.8	i	i	i	i	-5.7	i	i	i	4.6
COc1ccc(NC(=O)c2cccc(Cn3cc(Br)cn3)c2)cn1	i	9.3	i	i	i	i	-10.3	i	i	i	9.1
O=C(Nc1ccon1)c1ccccc1Cl	i	-6.8	i	i	i	i	-12.7	i	i	i	3.2
COC(=O)[C@H]1C[C@@H]1[C@H](NC(=O)OCc1ccccc1)c1ccccc1	i	0.6	i	i	i	i	-7.9	i	i	i	6.3
O=C(Nc1cccnc1)c1cc2cc(Br)ccc2oc1=O	i	13.8	i	i	x	i	-7.0	i	i	i	x
C(#CCN1CCOCC1)COCCOC(c1ccccc1)c1ccccc1	i	10.2	i	i	i	i	-6.6	i	i	i	-4.2
COc1ccccc1Cn1c(/C=C/c2ccccc2)nc2ccccc21	i	15.2	i	-7*	i	i	-7.1	i	i	i	x
O=C(N/N=C/c1ccc(OC(=O)c2ccc([N+](=O)[O-])cc2)cc1)c1cccnc1	i	28.1	i	i	i	i	-6.0	i	i	i	3.8
COc1c(C)cccc1C(=O)NCc1ccc2c(c1)OCO2	i	2.3	i	i	i	i	-10.4	i	i	i	-13.1
Clc1ccccc1OCc1nnc(-c2ccccc2)o1	i	16.3	i	i	i	i	-6.7	i	i	i	-1.2
Cc1ccc(N2CC(C(=O)Nc3ccccc3C(=O)N3CCOCC3)CC2=O)cc1 (stereo not given)	i	-8.3	i	i	i	i	-2.9	i	i	i	-6.9
CC(C)OC(=O)c1ccc(NC(=O)c2ccccc2)cc1	i	-6.1	i	i	i	i	-1.6	i	i	i	4.8
O=C(CSc1ncccc1C(=O)O)c1ccccc1	i	-7.4	i	i	i	i	-7.2	i	i	i	-0.7
COC(=O)c1cn(NC(=O)c2ccc([N+](=O)[O-])cc2Cl)c(=O)c2ccccc12	i	3.0	i	i	i	i	-4.8	i	i	i	0.1
FC(F)(F)c1nc2ccccc2[nH]1	i	7.4	i	i	i	i	-14.2	i	i	i	2.2
COc1cccc(/C=C2\SC(=O)N(CCC(=O)NNC(=O)c3cccc(Cl)c3)C2=O)c1	i	-3.3	i	i	i	i	-3.1	i	i	i	-1.4
COc1ccc(C(=O)NCC(=O)N/N=C/c2ccc(C)o2)cc1OC	i	9.3	i	i	i	i	-6.3	i	i	i	56.0*
CC(=O)c1ccc(N2CCN(S(=O)(=O)c3cccc4nonc34)CC2)cc1	i	2.4	i	i	i	i	-9.0	i	i	i	x
Cc1ccc(C)c(N2CCN(C(=O)c3cc(S(=O)(=O)N4CCOCC4)cn3C)CC2)c1	i	-5.0	i	i	i	i	-10.5	i	i	i	-1.8
CCC1CCCCN1C(=O)CSc1nc(N)c(NC(=O)c2ccc(OC)c(OC)c2)c(=O)[nH]1 (stereo not given)	i	-2.2	i	i	i	i	-4.0	i	i	i	x
CC(=O)c1cccc(NC(=O)c2cc(-n3cnnc3)ccc2Cl)c1	i	2.1	i	i	i	i	-5.8	i	i	i	-5.7
COc1cccc(/C=N/Nc2nc3ccccc3n3cnnc23)c1O	i	9.2	i	i	i	i	-19.2	i	i	-7.11*	-1.8
COc1cc(C(=O)O/N=C2\C=CC(=O)C(C)=C2)cc(OC)c1OC	i	0.1	i	i	i	i	-16.0	i	i	i	62.4*
COc1ccc(CCNC(=O)C2=COCCO2)cc1	i	-0.2	i	i	i	i	-4.2	i	i	i	-8.1
COc1ccc(CN2C(=O)CSC2c2ccccn2)cc1 (stereo not given)	i	-0.3	i	i	i	i	-7.8	i	i	i	-2.6
Cc1ccc2c(c1)c1c3n2CCN(C=O)C3CCC1 (stereo not given)	i	0.3	i	i	i	i	-13.8	i	i	i	-0.5
COc1ccc([N+](=O)[O-])cc1N/C(=N/S(=O)(=O)c1ccccc1)c1ccccc1	i	7.6	i	i	i	i	-11.8	i	i	i	0.6
COc1ccccc1NC(=O)Nc1nc(CC(=O)Nc2cc(F)ccc2F)cs1	i	81.7*	i	i	i	i	-13.8	i	i	i	-4.5
O=C(Nc1ccc(N2CCOCC2)cc1)C1CCN(C(=O)OCc2ccccc2)CC1	i	-9.3	i	i	i	i	-9.9	i	i	i	1.6
COc1cccc2c3c(c(=O)[nH]c12)CCC(C)(C)O3	i	-13.4	i	i	i	i	-3.8	i	i	i	3.1
O=S(=O)(NCCC1CC1(Cl)Cl)c1ccc(Cl)cc1 (stereo not given)	i	3.5	i	i	i	i	-13.1	i	i	i	0.5

Carrying on:
SMILES	RGS4 block	SKKanGAS inh	KCNQ1 inh	KCNK9 inh	TMEM16A inh	TMEM16A act	hERG protect	KCNQ1 act	KCNK3 block	RGS4 act	HDAC3 inh
COc1ccc(N(CC(=O)Nc2nc3ccc(C)cc3s2)S(=O)(=O)c2c(C)nn(C)c2C)cc1	i	34.2	i	i	i	i	-13.0	i	i	i	u
CCOc1ccc(N2C(=O)C3ON(c4ccccc4)C(c4cccs4)C3C2=O)cc1 (stereo not given)	i	4.8	i	i	i	i	-7.7	i	i	i	-3.8
O=C1Nc2cc(Cl)c(Cl)cc2N(O)N1c1ccc(Cl)cc1	i	11.8	i	i	i	i	-12.0	i	i	i	u
Cc1cccc(NC(=O)c2ccccc2OCC(=O)c2ccc(F)cc2)c1	i	-0.2	i	i	i	i	-13.1	i	i	i	0.8
CN1C(=O)c2cccc(NCCCCCCN3C(=O)c4ccccc4C3=O)c2C1=O	i	12.7	i	i	i	i	-8.1	i	i	i	-19.2
COc1ccc(C(CNC(=O)COc2ccccc2OC)N(C)C)cc1OC (stereo not given)	i	-1.4	i	i	i	i	-4.1	i	i	i	2.3
O=C(O)c1ccc(-c2ccco2)n1Cc1ccccc1	i	-1.8	i	i	i	i	-2.9	i	i	i	3.4

Source: PubChem (several laboratories)
